Screening data as filed in PubChem BioAssay.
hcDAF12 agonist – activates DAF-12 receptor from parasite H. contortus. HEK293 hcDAF-12 lit1-tk-luc reporter, luminescence; 0% DMSO, 100% Δ7-dafachronic acid. activation, % at 6.8 µM. actives 1.4% (n = 370,000). AID 652067;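 active = activation above the mean of all tested compounds plus 3 SD, cut at about 5.5% in these data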;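 also: 100% = response to 3 µM Δ7-dafachronic acid high control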
PLCb3 inh – inhibitors of human phospholipase C beta3; inhibition, % at 12.2 µM; actives 0.18% (n = 370,000); AID 720704; Q01970; Purified PLC-beta3, fluorogenic substrate, fluorescence; in the data active = inhibition above about 11%;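 also: 0% = median of compound wells on plate and 100% = full blocker control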
Target sequence (Q01970 whole entry, looked up): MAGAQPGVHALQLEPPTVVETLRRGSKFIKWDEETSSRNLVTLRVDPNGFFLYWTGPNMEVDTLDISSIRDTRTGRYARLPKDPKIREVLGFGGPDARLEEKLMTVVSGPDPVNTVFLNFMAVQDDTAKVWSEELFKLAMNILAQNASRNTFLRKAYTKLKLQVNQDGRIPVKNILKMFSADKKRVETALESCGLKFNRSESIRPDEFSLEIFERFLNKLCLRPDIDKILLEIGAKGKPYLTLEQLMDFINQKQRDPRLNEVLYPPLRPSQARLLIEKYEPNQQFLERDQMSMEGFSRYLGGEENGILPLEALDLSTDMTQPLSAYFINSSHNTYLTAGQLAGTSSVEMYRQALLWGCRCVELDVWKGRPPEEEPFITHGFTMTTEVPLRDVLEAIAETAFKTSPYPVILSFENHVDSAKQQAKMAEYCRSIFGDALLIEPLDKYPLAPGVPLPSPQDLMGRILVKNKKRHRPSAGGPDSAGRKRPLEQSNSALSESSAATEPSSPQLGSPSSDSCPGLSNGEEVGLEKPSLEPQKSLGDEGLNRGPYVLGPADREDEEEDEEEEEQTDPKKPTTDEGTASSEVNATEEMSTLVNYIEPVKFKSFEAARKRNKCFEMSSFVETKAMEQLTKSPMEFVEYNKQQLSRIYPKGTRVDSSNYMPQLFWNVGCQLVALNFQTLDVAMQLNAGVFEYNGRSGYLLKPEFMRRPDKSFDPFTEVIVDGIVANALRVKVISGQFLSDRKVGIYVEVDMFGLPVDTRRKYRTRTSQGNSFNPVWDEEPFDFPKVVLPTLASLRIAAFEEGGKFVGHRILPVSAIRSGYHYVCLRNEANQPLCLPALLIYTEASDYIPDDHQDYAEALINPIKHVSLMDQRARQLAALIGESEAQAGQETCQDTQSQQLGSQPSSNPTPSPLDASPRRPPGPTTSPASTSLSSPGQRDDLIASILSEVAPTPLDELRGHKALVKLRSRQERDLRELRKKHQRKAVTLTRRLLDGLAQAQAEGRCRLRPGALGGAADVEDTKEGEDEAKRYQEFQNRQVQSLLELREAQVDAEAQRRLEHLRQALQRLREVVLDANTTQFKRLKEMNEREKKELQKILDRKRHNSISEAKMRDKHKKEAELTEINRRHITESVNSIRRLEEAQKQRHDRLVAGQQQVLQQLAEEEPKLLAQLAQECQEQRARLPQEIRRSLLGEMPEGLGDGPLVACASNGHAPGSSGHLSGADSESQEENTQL
Rev-erbA mod – modulators of human Rev-erb alpha DNA binding; actives 0.79% (n = 370,000); Rev-erbα–FITC-DNA binding, fluorescence polarization, 90 min; activity, % at 10 µM;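 active = activity above about 14%, limit read from the data; passing the limit was not always enough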;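 also: 0% = DMSO wells with 35 nM protein and 100% = DMSO wells with 750 nM protein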
DAX1 inh-1 – inhibits human nuclear receptor DAX1 | actives 0.99% (n = 340,000) | AID 504766 | HEK293 Gal4-DAX1 luciferase reporter, luminescence | P51843 | inhibition, % at 6.75 µM;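 active = inhibition above the mean over all tested compounds plus 3 SD, cut at about 4.2% in these data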;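 also: 0% = DAX1-transfected cells with DMSO and 100% = empty-vector control cells with DMSO; inhibition shows as a rise in luminescence from relieved DAX1 repression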
ADAM17 inh – inhibits human ADAM17; P78536; recombinant ADAM17, EDANS/DABCYL FRET peptide cleavage; inhibition, % at 6.95 µM; actives 0.83% (n = 370,000);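 active = inhibition above the mean of compounds lying between control limits plus 3 SD, set per campaign, cut at about 8.5% in these data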;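 also: 0% = DMSO-only wells as the low control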
MBD2 DNA inh – MBD2-methylated oligo binding inhibition; TR-FRET, MBD2 binding to methylated oligonucleotide; inhibition, % at 4.4 µM; actives 0.31% (n = 370,000); AID 686964; in the data active = inhibition above about 13%
ssDAF12 agonist – S. stercoralis DAF-12 activation, primary screen. activation, % at 6.8 µM. HEK293 ssDAF-12/GRIP1 lit1-tk-luc reporter, luminescence; % of 3 µM dafachronic acid response. AID 652126. actives 1% (n = 370,000);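 active = activation above the mean over all tested compounds plus 3 SD, cut at about 0.9% in these data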;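 also: 0% = DMSO-only wells and 100% = 3 µM delta7-dafachronic acid wells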
SMARCA2 act – increases SMARCA2 function in MMTV reporter cells. MG213 cells, MMTV-luciferase reporter, dexamethasone, overnight. activation, % at 9.1 µM. actives 1% (n = 370,000). AID 652017; in the data active = activation above about 7.8%;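 also: 0% = vehicle wells and 100% = reference activator wells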
PLC-gamma1 inh – blocks human PLC-gamma1 enzyme activity. purified PLC-gamma1, fluorogenic substrate, fluorescence. actives 0.84% (n = 370,000). P19174. inhibition, % at 12.2 µM; in the data active = inhibition above about 9.5%
DAX1 inh-2 – inhibitors of DAX1 repression of SF-1 activated StAR promoter. AID 652010. inhibition, % at 6.8 µM. HEK293T StAR-luciferase reporter, SF-1/DAX-1 repression relief. actives 1.1% (n = 370,000);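 active = inhibition above the mean over all tested compounds plus 3 SD, cut at about 3.6% in these data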;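 also: 0% = DAX-1 cells with DMSO and 100% = cells lacking DAX-1 with DMSO; higher inhibition means more luminescence from relief of DAX-1 repression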
hgDAF-12 ag – agonists of H. glycines DAF-12 nuclear receptor; HEK293 GAL4-hgDAF12 UAS-luciferase reporter, agonist luminescence; normalized to butyrate control; activation, % at 6.8 µM; actives 1.8% (n = 370,000); AID 687014;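 active = activation above a cutoff set at the mean of all screened compounds plus 3 SD, cut at about 10% in these data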;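 also: 0% = DMSO wells and 100% = sodium butyrate wells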
The depositor's hits bear a star; i = inactive; x = not tested or not shown.

Sample of the layout (2 entries):
SMILES	hcDAF12 agonist	PLCb3 inh	Rev-erbA mod	DAX1 inh-1	ADAM17 inh	MBD2 DNA inh	ssDAF12 agonist	SMARCA2 act	PLC-gamma1 inh	DAX1 inh-2	hgDAF-12 ag
Cn1nccc1-c1coc2c(C(=O)NCc3ccccc3)cccc12	-0.4	0	-5	x	1	-4	-1.2	1	4	-1.0	3.8
O=C1NC2=C(C(=O)CCC2)C(c2ccc3ncccc3c2)N1 (stereo not drawn)	-1.7	3	-5	0.9	-5	-1	-1.5	0	-27	-0.8	-0.7

The whole of this part, previewed entries included:
SMILES	hcDAF12 agonist	PLCb3 inh	Rev-erbA mod	DAX1 inh-1	ADAM17 inh	MBD2 DNA inh	ssDAF12 agonist	SMARCA2 act	PLC-gamma1 inh	DAX1 inh-2	hgDAF-12 ag
Cn1nccc1-c1coc2c(C(=O)NCc3ccccc3)cccc12	-0.4	0	-5	x	1	-4	-1.2	1	4	-1.0	3.8
O=C1NC2=C(C(=O)CCC2)C(c2ccc3ncccc3c2)N1 (stereo not drawn)	-1.7	3	-5	0.9	-5	-1	-1.5	0	-27	-0.8	-0.7
O=C(CN1CCN(Cc2ccccc2Cl)CC1)N/N=C\c1ccccc1F	1.6	2	0	x	-3	-4	-1.5	-2	2	0.0	2.8
Cn1c2ccc(Cl)cc2c2nc3ccccc3nc21	8.8*	-167	-5	1.6	-4	-3	2.4*	9.4*	-129	2.5	12*
O=C(c1ccccc1)c1c[nH]c(C(=O)NCCCN2CCOCC2)c1	-2.2	4	4	2.5	-2	-6	-1.4	2	3	0.1	-0.1
COc1ccccc1C(=O)N1CCN(C2CCN(Cc3ccccc3)CC2)CC1	-1.3	-1	4	0.0	-3	2	-0.7	-3	0	0.4	0.7
COc1ccc(CN(Cc2cccnc2)S(=O)(=O)c2ccc(-n3cnnn3)c(C)c2)cc1OC	-1.5	2	4	-0.9	-3	8	-1.3	-1	1	-0.2	-0.3
Cc1ccc(-c2cc(C(=O)N/N=C/c3ccc(Cl)cc3)n[nH]2)o1	0.9	-11	3	-0.7	4	-1	-1.0	-4	0	0.1	4.5
CSc1nnc(C)c(=O)n1COC(=O)COc1ccc(Cl)cc1	0.1	4	-3	3.3	-4	2	-1.1	-2	1	-0.3	-3.9
Cc1ccc(C)c(OCC(=O)Nc2nonc2NC(=O)COc2cc(C)ccc2C)c1	0.8	1	0	5.3*	-3	2	-0.5	-4	1	-0.4	-2.9
COc1cc(/C=C2\SC(=Nc3ccc(N4CCOCC4)cc3)N(C)C2=O)ccc1OC(C)C(=O)O (stereo not drawn)	-1.1	3	5	-0.1	1	-3	-1.3	-1	4	0.0	-2.9
COc1ccc(NC(=O)CO/N=C2/CCCc3nonc32)c(OC)c1	-0.1	-9	2	1.8	-2	1	-1.8	-5	0	0.2	0.7
Cc1ccccc1Nc1nc(N)nc(CSc2nnnn2-c2ccccc2)n1	0.2	-1	6	-0.3	-2	5	-0.8	1	-1	-0.4	-2.7
Cc1ccc2nc(N3CCN(Cc4ccc(F)cc4)C3=O)c(C)cc2c1	0.4	-3	3	0.7	-1	1	-1.1	-1	-5	0.8	-1.6
C=CCCC(=O)Nc1nc(C)c(-c2csc(Nc3ccccc3OC)n2)s1	-0.3	-29	-6	-0.1	1	-3	-1.7	0	-15	-2.0	4.1
O[C@H]1C[C@H](c2ccccc2)N(CC2CCCCC2)C[C@@H]1n1cc(C2CC2)nn1	0.9	0	4	0.1	9.0*	-7	-0.1	1	5	3.7*	5.4
O=C1CCC(C(=O)N2CCN(c3cnccn3)CC2)CN1CCc1ccccc1 (stereo not drawn)	0.5	-44	-3	-0.7	-29	2	-1.3	-2	-35	0.2	-1.6
COc1ccc(NC(=O)N(C)C[C@H]2Oc3ncc(C#C[C@@H](C)O)cc3C(=O)N([C@H](C)CO)C[C@H]2C)cc1	3.2	2	-1	-0.1	-4	2	-0.9	-2	1	0.1	1.1
CCCc1ccc(S(=O)(=O)N(C)S(=O)(=O)c2ccc(F)cc2)cc1	-2.7	-5	2	-0.6	1	6	-0.7	-1	4	-0.2	-1.5
O=C(N/N=C/c1cc2ccccc2[nH]1)c1ccccc1Cl	6.6*	-8	3	2.1	0	-2	0.3	8.2*	3	0.0	5.6
COc1ccc(NC(=O)c2cc(C3CCCCN3S(=O)(=O)c3ccccc3)on2)c(C)c1 (stereo not drawn)	-0.3	0	2	x	0	2	-1.6	-3	1	-1.3	-0.3
O=C(NCC1CCCO1)c1cc2c([nH]c3ccccc32)c(-c2cccc(Br)c2)n1 (stereo not drawn)	-4.7	-216	2	-4.7	-37	-2	-2.4	-1	-152	-4.9	-6.5
NC(=S)N/N=C/c1coc2ccc(Br)cc2c1=O	0.3	-20	-6	-0.1	4	-2	-0.4	-5	-17	-0.1	0.9
C/C(=N\NC(=O)c1ccncc1)c1cccc(NC(=O)c2ccc(Cl)s2)c1	1.7	-4	-1	1.4	-1	3	-0.4	2	-1	0.2	6.5
CCCCc1nc2sc3c(SCC(=O)NCc4ccco4)ncnc3c2c2c1CCC2	-0.9	-2	6	-0.3	-3	-3	-1.4	-2	-3	-0.1	-1.5

Other records
SMILES	hcDAF12 agonist	PLCb3 inh	Rev-erbA mod	DAX1 inh-1	ADAM17 inh	MBD2 DNA inh	ssDAF12 agonist	SMARCA2 act	PLC-gamma1 inh	DAX1 inh-2	hgDAF-12 ag
COc1ccc(OC)c(CCNC(=O)CSc2ccsc2[N+](=O)[O-])c1	-1.4	2	7	-1.9	-1	-2	-1.0	0	0	-0.2	-1.5
Cc1ccc(C(=O)OCC(=O)NC(C)C)cc1S(=O)(=O)N1CCOCC1	-1.3	-2	-2	0.2	-1	2	-0.9	-1	0	-0.2	-0.7
COc1ccc(-c2cc(C(=O)Nc3ccc4c(c3)OCO4)no2)cc1OC	0.1	-5	-18	-1.1	0	0	-1.1	-2	-1	0.0	0.2
CCOC(=O)C1C2C=CC3(CN(c4ccc(Cl)c(F)c4)C(=O)C13)O2 (stereo not drawn)	-1.5	-3	2	0.4	-3	5	-1.1	-2	0	0.4	2.1
CC(C)(C)OC(=O)NC(=NCCCc1cn(CC(=O)N2CCN(C(=O)OC(C)(C)C)CC2)nn1)NC(=O)OC(C)(C)C	-1.0	3	4	0.9	-5	4	-0.7	0	0	0.7	0.6
Nc1ccc(C23CC4CC(CC(CO)(C4)C2)C3)cc1	-1.2	1	0	-0.5	-1	2	-0.8	-2	2	0.2	0.4
CC1=C(C(=O)N(C(C)C)C(C)C)CC(CC(=O)NC2CCCCC2)C(=O)N1CCC1=CCCCC1 (stereo not drawn)	-2.4	3	3	x	-2	-1	-1.8	-2	0	-1.7	0.3
COCCCn1c(=O)/c(=C\c2ccc(OC(F)F)c(OC)c2)s/c1=C(/C#N)C(=O)NCCOC	-1.2	-14	7	-1.2	-3	6	-0.8	-4	-1	0.2	-0.8
COCCC1CCCCN1C(=O)c1cc(COc2cccc(C(C)=O)c2)on1 (stereo not drawn)	0.4	-4	-1	0.9	5	4	-0.3	-2	8	-1.5	2.3
CCC(CC)C(=O)NCCc1cc2c(OC)ccc(OC)c2[nH]c1=O	-0.6	-101	-3	1.2	-10	5	-1.0	0	-85	0.1	-2.3
Cc1ccc(S(=O)(=O)c2nc(S(C)(=O)=O)sc2N2CCC3(CC2)OCCO3)cc1	-1.3	-7	4	-0.1	2	-1	-1.2	-1	-2	-0.4	1.5
C/C(=N\NC(=O)c1ccc(CN2CCOCC2)cc1)c1ccc(NC(=O)c2ccccc2)cc1	5.2	0	0	-0.1	-1	-4	-0.6	2	-2	2.9	11*
O=C(N=Nc1c(O)[nH]c2ccccc12)c1cc(NS(=O)(=O)c2cccs2)cc(NS(=O)(=O)c2cccs2)c1	0.3	-9	3	2.0	-2	-1	-0.8	-2	-2	0.0	0.4
COCCNC(=O)c1ccc2c3n(nc2c1)-c1ccc(Cl)cc1CO3	2.6	-118	0	2.1	-27	-8	-0.5	7	-72	1.5	7.2
COC(=O)c1[nH]c2ccccc2c1NC(=O)CN1CCN(C(=O)c2ccco2)CC1	-1.5	-8	2	0.5	-8	-2	-1.8	1	-9	0.3	-3.3
CN(C)S(=O)(=O)c1ccc2nnn(O)c2c1	0.1	-9	-1	1.1	0	2	-1.6	7	-1	0.2	1.8
O=C1CCC(C(=O)N2CCCCO2)CN1Cc1cccc(F)c1 (stereo not drawn)	2.1	-5	4	0.5	1	-4	-0.8	1	3	0.1	2.0
Cc1ccc(O)c(NC(=O)C2CC(c3c(F)cccc3Cl)=NO2)c1 (stereo not drawn)	-1.5	3	0	1.1	-2	4	-0.9	3	-2	0.4	-1.0
Nc1ccc2c(c1)C/C(=C/c1ccco1)C2=O	4.8	i	-28	2.7	-38	24*	-0.4	2	i	0.9	2.1
CC[n+]1c(/C=C2\Sc3ccccc3N2C)ccc2cccc(C)c21	-5.7	-43	x	-7.0	-1	6	-2.8	-10	-24	-5.1	-9.4
Cc1ccc(NC(=O)CSc2ccc(-c3cccnc3)nn2)c(C)c1	-0.3	-223	-2	0.4	-7	6	-0.8	0	-132	0.5	-0.3
COc1ccccc1CNC(=O)CN1C(=O)NC(C)(c2ccc(C)cc2)C1=O (stereo not drawn)	1.4	-4	-1	0.1	0	-2	-0.8	-1	2	-0.2	-0.8
O=C(Nc1cccc2c1CCCC2)c1cc([N+](=O)[O-])ccc1Cl	-3.3	1	-1	-4.6	-3	2	-1.8	-7	2	-2.6	-5.9
COc1ccccc1C(=O)NC(=O)COC(=O)CNC(=O)c1ccc(Cl)c([N+](=O)[O-])c1	0.5	-6	-1	3.0	-1	-7	-0.3	-2	-2	1.6	-0.7
FC(F)(F)c1cccc(N2CCN(C(=S)Nc3nccc4ccccc34)CC2)c1	4.5	-56	3	x	-10	-2	-0.8	x	-3	x	2.6

Following part:
SMILES	hcDAF12 agonist	PLCb3 inh	Rev-erbA mod	DAX1 inh-1	ADAM17 inh	MBD2 DNA inh	ssDAF12 agonist	SMARCA2 act	PLC-gamma1 inh	DAX1 inh-2	hgDAF-12 ag
COc1ccccc1/C=C(/C(=O)NCCCn1ccnc1)c1ccccc1	-0.2	-5	x	-1.4	-2	-4	-1.8	-3	1	0.5	1.4
COc1ccccc1C1C(C(N)=O)=C(C)Nc2nc(CCCO)nn21 (stereo not drawn)	-1.7	-3	4	-0.1	-4	-2	-0.7	-2	6	0.2	0.6
CCN(C(=O)Cn1c(=O)oc2ccccc21)c1cccc(C)c1	0.9	-4	6	1.5	-1	1	0.1	-1	5	0.1	-0.7
COCCCNC(=O)c1ccc2c(=O)n(Cc3ccc(OC)cc3)c(=O)[nH]c2c1	-1.1	-15	-1	-1.8	-4	1	-1.4	-3	-7	-0.4	-1.3
CC(C)CCn1c(=O)c2ccccc2n2c(CN3C(=O)NC4(CCC(C)CC4)C3=O)nnc12 (stereo not drawn)	-1.3	5	5	-0.5	8	-4	-1.4	-3	4	0.1	-0.2
CCOC(=O)N1CCN(C(=O)C2CCN(S(=O)(=O)c3cc(Cl)ccc3OCC)CC2)CC1	-2.3	-4	8	0.1	-1	3	-1.5	3	7	-2.3	-1.2
CNc1ccccc1C(=O)OC(C)C(=O)Nc1ccc(Cl)cn1 (stereo not drawn)	3.5	i	-1	1.0	i	1	-0.4	7	i	-1.6	10

Some entries already given, reduced to DAX1 inh-2.
smiles	DAX1 inh-2
COc1ccccc1C1C(C(N)=O)=C(C)Nc2nc(CCCO)nn21 (stereo not drawn)	0.2
CC(C)CCn1c(=O)c2ccccc2n2c(CN3C(=O)NC4(CCC(C)CC4)C3=O)nnc12 (stereo not drawn)	0.1
